# Screens deposited in PubChem by several laboratories.
# b-catenin transl = modulators of beta-catenin nuclear translocation; HeLa beta-catenin nuclear translocation, immunofluorescence imaging; nuclear translocation activity, % at 5 µM; 190,000 compounds, 0.3% hits; AID 1665;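 active = nuclear translocation activity above 50% at 5 µM, with a well cell count of 50 or more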;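 note: per-cell ratio of nuclear to cytoplasmic median beta-catenin stain intensity; plate controls were DMSO negative control for no effect and GSK-3 inhibitor IX positive control for full effect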
#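 System: HeLa cells, endogenous beta-catenin; compound dosing: 5 µM primary single dose, 0.1% DMSO, 0.02–20 µM confirmation series; incubation: 24 h compound exposure at 37°C, 5% CO2; signal: beta-catenin immunofluorescence imaging with DAPI; evaluation: % activation, nuclear-to-cytoplasmic median beta-catenin signal ratio per cell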
# MT stabilizer = microtubule stabilizers in HeLa cells; HeLa tubulin immunostaining HCS, 24 h; share of cells brighter than vehicle mean+2SD; % tubulin-high responders, % at 10 µM; 200,000 compounds, 0.83% hits; AID 2205;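 active = plate Z-score above 3 for both tubulin-high and condensed-nucleus cell shares, with cell loss under 80%, at 10 µM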;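 note: anti alpha tubulin signal scored within the nucleus-defined area of each cell; some results filed as inactive read as strong as hits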
# WT yeast gro inh = growth inhibition of WT yeast, mitochondrial fusion screen | mitochondrial fusion phenotypic screen, WT strain | inhibition, % at 10 µM | 190,000 compounds, 2.1% hits; in the data active = inhibition above about 58%; tested in S. cerevisiae
# P. falciparum M1AAP = P. falciparum M1AAP inhibitors, biochemical, fluorogenic H-Leu-NHMec substrate, 1536-well (AID 1445) | recombinant M1AAP, H-Leu-NHMec fluorogenic kinetic assay; higher % means a stronger effect | one-dose inhibition, % at 30 µM; IC50 in µM for titrated hits | 220,000 compounds, 0.42% hits;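 active = primary inhibition above the hit cutoff, then over 50% inhibition at one or more dose response concentrations, cut at about 23% in these data, passing the limit was not always enough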;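 note: plate controls were DMSO full reaction for no effect and no enzyme background for full effect; strong numbers were not always called active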
# M17LAP inhibition = P. falciparum M17LAP inhibitors, primary screen, biochemical, fluorogenic H-Leu-NHMec substrate, 1536-well (AID 1619). recombinant M17LAP, H-Leu-NHMec fluorogenic kinetic assay; higher % means a stronger effect. inhibition, % at 30 µM, or IC50 in µM where a hit was titrated. 220,000 compounds, 0.38% hits;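 active = compound inhibiting the enzyme by more than half at any dose during confirmatory dose-response retesting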;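 note: plate controls were full reaction with DMSO carrier for no effect and no enzyme background for full effect; strong numbers were not always called active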
# T cell HTS = T cell immune modulation candidate; 2C CD8+ T cell-vesicle binding, flow cytometry; stronger effect = lower value; calls only at 7 µM; 330,000 compounds, 0.068% hits;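 active = response, share of CD8 T cells binding vesicles, and their 90th percentile fluorescence all below set limits, cut at about 80% in these data, passing the limit was not always enough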
#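 Material: murine 2C transgenic CD8+ T lymphocytes / Also added: QL9-peptide-loaded Drosophila micro-vesicles bearing Ld, ICAM-1 and B7-1 / Schedule: binding step 1.5 h, 37 °C, antibody labelling 20 min, ice / Signal: flow cytometry, PE anti-B7-1 (FL2) versus Alexa647 anti-CD8 (FL8), PFA-fixed / Evaluation: percent CD8+ FL2 mean versus row control / Benchmarks: naked versus QL9-loaded vesicles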
# Dynein cargo inh = dynein cargo transport inhibition. 3617.4 mouse cells, GR-EGFP nuclear translocation imaging; test concentration mostly 20 µM; stimulated with dexamethasone, 1 µM; stronger effect = lower value. z-score, hits read low. 220,000 compounds, 0.47% hits;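 active = plate z-score of nuclear minus cytoplasmic receptor signal below a set negative limit, without overly bright fluorescence or cell loss, cut at about -3.5 in these data, passing the limit was not always enough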;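 note: z-score of nuclear minus cytoplasmic ring GR-EGFP intensity difference per well; some compounds called inactive have numbers as strong as hits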
#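 medium = tetracycline-free induction medium containing charcoal-stripped FBS | also added = 1.0 µM final dexamethasone stimulus | schedule = 48 h induction, 1 h compound, 30 min dex at 37 °C | technique = fixed, Hoechst-stained cells imaged at 10x for EGFP | measure = GR-EGFP nuclear translocation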
# Autophagy mod = autophagy modulation, high-content screen; MEF GFP-LC3 puncta imaging; test concentration mostly 10 µM; calls only at 10 µM (by protocol); 190,000 compounds, 0.98% hits; AID 463193;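 active = percentage of spot-positive cells more than 3 SD above its plate mean, without a fluorescence outlier flag or 80% toxicity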;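 note: spot-positive cell cutoff set from DMSO-treated cells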
# Yfh1-off respiration = mitochondrial function rescue without frataxin homolog – Friedreich's ataxia, plus single-dose screen, dose response (AID 1465). S. cerevisiae Yfh1-off respiration, WST-1 reduction, 72 h; higher fold induction means a stronger effect. fold induction at 50 µM, or EC50 in µM where a hit was titrated. 220,000 compounds, 0.074% hits;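 active = fold induction of absorbance versus untreated yeast above a set limit, then at least 30% activation at any dose in follow-up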;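 note: activators that raise dye reduction in frataxin-depleted yeast; strong numbers were not always called active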
# WT yeast gro inh mutant strain = recorded beside WT yeast gro inh, whose call it bears; inhibition, %; mitochondrial fusion phenotypic screen, mutant strain inhibition
# Dynein cargo inh cytoplasmic EGFP = second read-out of Dynein cargo inh, no call of its own (marks repeat the call); z-score; measured here: cytoplasmic GR-EGFP intensity; stronger effect = higher value
# Dynein cargo inh nuclear GR-EGFP = second read-out of Dynein cargo inh, no call of its own (marks repeat the call); z-score; measured here: nuclear GR-EGFP intensity;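 lower value marks the stronger effect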
# Dynein cargo inh cell count = recorded beside Dynein cargo inh, whose call it bears; z-score; measured here: cell count per field
# b-catenin transl cell count 5 µM = recorded beside b-catenin transl, whose call it bears; cell count; measured here: cell count, cytotoxicity flag
# T cell HTS vesicle-bound % = further read-out of T cell HTS, marked with its call; double positive events, %; measured here: CD8+ vesicle-bound cell fraction;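 binding gate set so that unloaded-vesicle control wells show 10% double positive cells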
# MT stabilizer Hoechst-high % = also measured in MT stabilizer; calls as there; % Hoechst-high responders; measured here: nuclear condensation Hoechst responders;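 share of cells brighter than vehicle mean plus two SD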
# MT stabilizer cytotoxicity % = further read-out of MT stabilizer, marked with its call; toxicity, %; measured here: cytotoxicity by cell density;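 0% = mean cell density of plate MIN control wells and 100% = no cells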
# Autophagy mod cell loss 18 h = second read-out of Autophagy mod, no call of its own (marks repeat the call); toxicity, %; measured here: cell loss, nuclei count;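 cell loss after 18 h compound exposure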
# An asterisk follows results filed as active; i = inactive; nt = no result given; + = active, no number.
SMILES,b-catenin transl,b-catenin transl cell count 5 µM,MT stabilizer,MT stabilizer Hoechst-high %,MT stabilizer cytotoxicity %,WT yeast gro inh,WT yeast gro inh mutant strain,P. falciparum M1AAP,M17LAP inhibition,T cell HTS,T cell HTS vesicle-bound %,Dynein cargo inh,Dynein cargo inh cytoplasmic EGFP,Dynein cargo inh nuclear GR-EGFP,Dynein cargo inh cell count,Autophagy mod,Autophagy mod cell loss 18 h,Yfh1-off respiration
Cc1ccc(NC(=S)N2CCN(C)CC2)c(C)c1,-1.7,1026,4.1,1.8,1.0,13,-2,-6%,-12%,i,37,0.41,-0.24,0.37,-0.23,i,8,i
O=S(=O)(c1cccc2cccnc12)N1CCOCC1,nt,nt,1.9,1.5,2.2,nt,nt,2%,-7%,i,19,-0.44,-0.028,-0.37,0.19,i,-4,i
CCN(Cc1ccccc1)Cc1cc(OC)cc(OC)c1,-5.6,1038,2.7,3.8,16,12,18,2%,-9%,i,56,1.7,-0.32,0.28,-0.44,i,-38,i
COc1ccc(N/C(C)=C2/C(=O)C(=O)N(CCO)C2c2ccc(Br)cc2)cc1 (stereo unspecified),-2.4,980,4.1,2.8,5.6,-16,-2,7%,20%,i,22,-0.47,-0.36,-0.0066,0.21,i,2,i
Cn1c2ccccc2c2cc(C(=O)O)ccc21,nt,nt,1.2,0.9,12,-6,0,8%,3%,i,48,1.6,-0.18,0.33,-0.45,i,1,i
CCOc1ccccc1NC(=O)CN1CCC(NC(=O)c2ccccc2C)CC1,0.1,1351,nt,nt,nt,nt,nt,6%,14%,i,34,-0.013,-0.25,0.42,-1,nt,nt,i
CC(C)(C)c1ccc(-c2nnc(SCCC#N)n2C2CCCC2)cc1,0.2,1087,1.7,0.2,24,66*,20*,-5%,-34%,i,45,0.8,-0.28,0.54,0.13,i,5,i
Cc1nnc(-c2ccc(Oc3ccc(Br)cc3)c([N+](=O)[O-])c2)o1,0.8,915,4.9,3.2,3.2,-18,-8,2%,20%,i,11,-0.57,0.51,-0.46,0.64,i,-15,i
Cc1cc(C)nc(N2CCCC(C(=O)NCc3cccc(C(F)(F)F)c3)C2)n1 (stereo unspecified),-4.0,1049,3.2,3.2,16,-7,3,-4%,-3%,i,26,-0.19,-0.42,-0.26,0.29,i,9,i
CCN(CC)c1ccc(NC(=O)COC(=O)COc2ccccc2[N+](=O)[O-])cc1,-0.9,974,3.0,2.4,1.8,-12,-9,6%,15%,i,6,0.39,-0.2,0.11,-0.56,i,-14,i
COc1ccc(C(=O)Nc2ccc(N3CCN(C)CC3)cc2)cc1[N+](=O)[O-],-4.9,1050,4.0,1.4,10,1,12,2%,11%,i,30,-0.31,-0.32,-0.16,0.41,i,1,i
O=C(Nc1ccc(NC(=O)C2CCCCC2)nc1)c1cccs1,0.3,1602,1.6,2.6,15,-1,14,9%,4%,i,65,-0.77,-0.25,-1,0.88,i,0,i
c1ccc(CCNc2ncnc3c2nnn3Cc2ccccc2)cc1,0.5,1017,3.0,2.3,5.4,7,5,11%,-3%,i,17,-0.063,-0.21,0.067,-0.22,i,-19,i
Cc1nc2ccccc2n1S(=O)(=O)N(C)C,2.0,1325,4.5,4.5,4.4,-4,6,-3%,7%,i,55,0.11,-0.34,0.072,0.077,i,-13,i
CCN(CC)CCOC(=O)c1ccc(N/C=C(/C#N)c2nc(-c3ccc(OC)c(OC)c3)cs2)cc1,0.5,1242,nt,nt,nt,nt,nt,2%,-1%,i,27,0.16,0.019,0.54,-0.21,nt,nt,i
O=C1OCCC1Sc1nnc(-c2ccc3c(c2)OCO3)n1-c1ccccc1 (stereo unspecified),-0.7,989,1.9,1.5,5.1,-8,0,5%,19%,i,43,-0.52,-0.21,-0.21,0.79,i,-1,i
CCOC(=O)c1cnn(-c2ccc(Cl)cc2)c1C1CCN(C(=O)OC(C)(C)C)CC1,nt,nt,1.0,1.4,14,3,7,-3%,-5%,i,40,0.27,-0.27,-0.023,0.41,i,-6,i
O=C(N1CCC(O)(c2cccnc2)CC1)C12CC3CC(CC(C3)C1)C2,-3.2,818,4.5,3.2,9.8,4,18,0%,3%,i,47,-1.3,-0.32,-0.48,0.73,i,-1,i
CC(=O)c1ccc(NC(=S)NNC(=O)NC2CCCCC2)cc1,1.6,1078,3.0,1.5,13,-14,10,1%,6%,i,52,-1.1,-0.26,-0.2,0.43,i,11,i
C#CC1CCCCC1NC(=O)Nc1cnccc1C(F)(F)F (stereo unspecified),-2.9,1173,nt,nt,nt,nt,nt,0%,1%,i,35,0.18,-0.25,0.041,0.17,nt,nt,i
COc1cccc(C2c3c(oc4ccc(F)cc4c3=O)C(=O)N2CCCN2CCOCC2)c1 (stereo unspecified),-4.6,1149,3.4,2.9,7.7,8,0,18%,7%,i,63,-0.48,-0.2,0.024,-0.25,i,17,nt
O=C(CN1C(=O)c2ccccc2C1=O)NCCc1c[nH]c2ccccc12,nt,nt,3.7,2.8,5.2,17,20,0%,11%,i,46,-0.2,0.026,-0.4,-0.0054,i,3,i
c1cnc(Oc2ccc(-c3nnco3)cc2)cn1,-6.7,871,1.1,2.5,15,-1,12,2%,-2%,i,25,3.3,0.58,2,-2.1,i,14,i
Cc1sc2nc(C3CC3)nc(SCC(=O)N3CCCc4ccccc43)c2c1C,0.3,1077,4.7,1.5,7.6,38,4,2%,3%,i,36,-0.11,-0.24,0.026,0.48,i,7,i
Cc1ccc(-c2c(C)sc3ncn(CC(=O)N4CCOCC4)c(=O)c23)cc1C,3.4,1249,nt,nt,nt,nt,nt,12µM*,60%,i,33,-0.27,-0.23,0.28,-0.35,nt,nt,i
CCCCN(C)C(=O)c1ccc2c(c1)N(CC)C(=O)c1ccccc1S2(=O)=O,-1.5,1140,2.4,1.6,0.4,-1,1,-2%,-4%,i,29,-0.07,-0.22,0.19,0.78,i,-6,i
Cc1ccc(C)c2[nH]c(=O)c(CN(CCN3CCCC3)C(=O)Nc3cccc(Cl)c3)cc12,0.5,908,1.1,0.3,27,5,-7,5%,4%,i,40,-2.3,0.42,-0.9,-6.1,+,8.0*,i
COc1cc(OC)c(C(=O)Nc2ccc(S(=O)(=O)Nc3ncccn3)cc2)cc1OC,0.4,1001,1.1,2.1,29,7,-2,4%,7%,i,46,-0.38,-0.31,-0.29,0.26,i,4,i
CCC1CCCCN1C(=O)CSc1nnc(-c2cccc(Cl)c2)o1 (stereo unspecified),-1.0,1152,2.2,1.4,2.7,4,2,-1%,-4%,i,48,2,-0.1,1.2,-0.69,i,1,i
O=C(COc1ccccc1)N(Cc1ccco1)c1ccc(O)cc1,-2.8,605,4.0,1.6,3.2,8,-5,5%,2%,i,26,0.42,-0.17,0.61,0.17,i,6,i

# Part of the list above, showing only MT stabilizer, T cell HTS vesicle-bound % and b-catenin transl.
SMILES | MT stabilizer | T cell HTS vesicle-bound % | b-catenin transl
Cc1sc2nc(C3CC3)nc(SCC(=O)N3CCCc4ccccc43)c2c1C | 4.7 | 36 | 0.3
Cc1ccc(-c2c(C)sc3ncn(CC(=O)N4CCOCC4)c(=O)c23)cc1C | nt | 33 | 3.4

# Following part:
SMILES,b-catenin transl,b-catenin transl cell count 5 µM,MT stabilizer,MT stabilizer Hoechst-high %,MT stabilizer cytotoxicity %,WT yeast gro inh,WT yeast gro inh mutant strain,P. falciparum M1AAP,M17LAP inhibition,T cell HTS,T cell HTS vesicle-bound %,Dynein cargo inh,Dynein cargo inh cytoplasmic EGFP,Dynein cargo inh nuclear GR-EGFP,Dynein cargo inh cell count,Autophagy mod,Autophagy mod cell loss 18 h,Yfh1-off respiration
CCOC(=O)C1(S(=O)(=O)c2ccc(Cl)cc2)CCN(Cc2ccc(C)cc2)CC1,nt,nt,3.9,2.0,1.3,72*,47*,-1%,-2%,i,24,-0.46,-0.17,-0.81,-0.31,i,-2,i
COc1ccc(S(=O)(=O)N2CCC(C(=O)NCCc3ccc4c(c3)OCO4)CC2)cc1,-2.0,1064,2.4,2.9,12,-7,-7,8%,-5%,i,12,-1.3,-0.14,-0.46,0.26,i,11,i
CC1(C)Cc2ccccc2C(/C(=N\Nc2cccc(Cl)c2)C(N)=O)=N1,-0.9,1143,2.4,2.5,6.9,60*,27*,10%,16%,i,44,1.1,-0.23,1,-1.9,i,9,i
COc1ccc(C2=NN(S(C)(=O)=O)C(c3cccs3)C2)cc1OC (stereo unspecified),1.4,1090,nt,nt,nt,-16,-19,15%,15%,i,30,-0.42,-0.24,0.092,0.89,i,-15,i
CC1=Nc2ccccc2/C1=C\c1sc(Nc2ccc(C)cc2)nc1O,40,188,8.5,59,31,61*,14*,10%,-7%,i,45,1.7,0.74,1.5,-2.1,i,45,i
CCCN(CCC)S(=O)(=O)c1ccc(C(=O)N2CCC(=O)c3ccccc32)cc1,-2.1,1038,2.3,2.8,6.7,-13,-12,1%,-3%,i,31,-1.1,-0.22,-0.54,1.5,i,-22,i
COc1ccc(NC(=O)Cn2c(=O)n(-c3ccc(CC(=O)NCc4ccco4)cc3)c(=O)c3ccccc32)cc1,-2.8,1124,5.0,3.8,11,-4,-3,3%,-4%,i,53,-0.69,-0.16,0.035,1.1,i,0,i
